CHT block – inhibitors of human choline transporter CHT; Q9GZV3; CHT-expressing cells, membrane potential dye, choline response; stronger effect = lower value; B-score at 10 µM; 310,000 tested, 0.86% active; AID 488975;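 active means B-score over 3 SD under the library average, and starting fluorescence ratio not unusually high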;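 further: choline stimulus applied at its EC90 after an EC20 pre-addition; B-score computed on integrated fluorescence ratio after choline addition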
Target sequence (Q9GZV3 whole entry, looked up): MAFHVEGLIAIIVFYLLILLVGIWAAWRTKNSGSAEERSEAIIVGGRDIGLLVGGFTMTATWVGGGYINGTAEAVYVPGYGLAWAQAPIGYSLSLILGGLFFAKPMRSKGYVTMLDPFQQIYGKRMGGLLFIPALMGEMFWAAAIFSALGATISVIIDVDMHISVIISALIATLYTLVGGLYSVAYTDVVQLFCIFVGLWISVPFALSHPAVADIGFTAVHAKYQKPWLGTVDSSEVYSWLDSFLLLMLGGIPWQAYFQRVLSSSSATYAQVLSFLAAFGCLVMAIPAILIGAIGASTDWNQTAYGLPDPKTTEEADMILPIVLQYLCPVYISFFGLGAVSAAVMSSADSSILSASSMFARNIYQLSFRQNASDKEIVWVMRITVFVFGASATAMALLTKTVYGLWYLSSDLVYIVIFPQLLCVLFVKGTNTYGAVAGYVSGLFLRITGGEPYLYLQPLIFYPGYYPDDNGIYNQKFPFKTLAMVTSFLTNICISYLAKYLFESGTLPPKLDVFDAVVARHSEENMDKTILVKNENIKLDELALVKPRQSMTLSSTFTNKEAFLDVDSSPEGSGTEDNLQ
Kir21 block – Kir2.1 (mouse) channel inhibition; B-score at 10 µM; HEK293-Kir2.1, FluxOR thallium flux fluorescence; stronger effect = lower value; 310,000 tested, 0.85% active; P35561;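 active means fluorescence ratio B-score at or below minus 3 SD of library scores, with starting-brightness B-score within 2 SD, cut at about -4.2 in these data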;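 further: channel flux triggered by added potassium and thallium sulfate stimulus; B-score of peak minus minimum fluorescence over baseline after thallium stimulus; more negative B-score means stronger Kir2.1 block with less thallium influx; some compounds called inactive have numbers as strong as hits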
Target sequence (P35561 whole entry, looked up): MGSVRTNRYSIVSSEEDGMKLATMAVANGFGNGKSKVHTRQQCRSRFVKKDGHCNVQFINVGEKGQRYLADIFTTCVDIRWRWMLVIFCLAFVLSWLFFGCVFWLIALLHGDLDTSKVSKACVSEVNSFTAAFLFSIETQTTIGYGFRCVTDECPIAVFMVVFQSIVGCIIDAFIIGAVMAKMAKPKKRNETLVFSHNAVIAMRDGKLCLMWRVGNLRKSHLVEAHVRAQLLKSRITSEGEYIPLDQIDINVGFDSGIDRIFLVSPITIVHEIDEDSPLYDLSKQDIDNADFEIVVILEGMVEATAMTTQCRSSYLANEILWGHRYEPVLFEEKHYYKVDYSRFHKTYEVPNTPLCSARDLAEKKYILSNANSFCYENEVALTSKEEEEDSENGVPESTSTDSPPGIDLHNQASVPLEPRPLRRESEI
* marks the source's active call; other numbers are inactive results; i = inactive; · = not tested or not shown. An unsorted share of the library; 1.6% or so of the library scored in one or more.

SMILES	CHT block	Kir21 block
O=S(=O)(c1ccccc1)N1CCN(C2CCN(Cc3ccccc3)CC2)CC1	i	-1.7
C=CCn1c(COc2ccccc2F)nnc1SCCN1C(=O)c2ccccc2C1=O	i	-2
COc1ccc(N(CC(=O)Nc2cccc3ccccc23)S(C)(=O)=O)c(OC)c1	i	-1.5
CCSc1nnc(NC(=O)C(C)C)s1	i	-0.13
N#Cc1c(NC(=O)c2cc(C3CC3)on2)sc2c1CCC2	i	-0.18
CCc1c(C(=O)NNC(=S)NCc2ccccc2)csc1C	i	0.03
CC(C)(C)c1ccc(NC(=O)COc2ccc(-n3ccnc3)cc2)cc1	i	-0.22
CCCNC(=O)CN1C(=O)NC(CCc2ccccc2)C1=O (stereo unspecified)	i	0.44
CN(C)CCNC(=O)C(C(=O)c1ccc(F)cc1)n1ccccc1=O (stereo unspecified)	i	0.35
CCC1Sc2ccc(S(=O)(=O)CCC(=O)NCc3ccc(C)o3)cc2NC1=O (stereo unspecified)	i	-1.2
CSc1ccc(S(=O)(=O)NCC(=O)OCC(=O)NCc2cccs2)cc1[N+](=O)[O-]	i	-0.24
O=C(c1ccc([N+](=O)[O-])cc1)N1CCN(Cc2ccccc2[N+](=O)[O-])CC1	i	-0.62
CC1(C)C/C(=C(/C#N)C(N)=O)CCO1	i	-2
C/C=C/c1ccc(OCc2cc(=O)n3cc(C)ccc3n2)c(OC)c1	i	-0.19
O=C(NCCCNC(=O)c1ccc(F)cc1)c1ccc(F)cc1	i	2.4
COCCn1c(C)cc(C2=NNC(=Nc3ccccc3)SC2)c1C	i	-1.6
O=C(NCc1cccnc1)C(=O)NCC1OCCCN1S(=O)(=O)c1ccccc1 (stereo unspecified)	i	0.24
O=C1C(=O)N(CCN2CCOCC2)C(c2ccc(Cl)cc2)/C1=C(/O)c1ccc(S(=O)(=O)N2CCOCC2)cc1 (stereo unspecified)	i	-1.3
CN(CC(=O)NCCN1CCN(Cc2ccccc2)CC1)S(=O)(=O)c1cccc2nsnc12	i	1.2
Cc1nnc2c3ccccc3c(-c3ccccc3)nn12	i	0.07
Cc1ccccc1/C=N/Nc1ccc(Cl)nn1	i	-0.07
COc1cc2c(cc1NC(=O)CSc1ccccn1)oc1ccccc12	i	1.6
O=C(NCC1CCCO1)C1CCN(S(=O)(=O)c2cc(Cl)ccc2Cl)CC1 (stereo unspecified)	i	-0.51
CCOCCCNC(=O)c1cc2c(s1)-c1ccccc1SC2	i	0.07
COc1ccc(NC(=S)N(CCCN2CCC(C)CC2)Cc2cccs2)cc1	i	-2.5

Single records (already shown). Order of screens: CHT block	Kir21 block
`COc1ccc(N(CC(=O)Nc2cccc3ccccc23)S(C)(=O)=O)c(OC)c1` across the screens: i	-1.5
`C=CCn1c(COc2ccccc2F)nnc1SCCN1C(=O)c2ccccc2C1=O` across the screens: i	-2
`CCSc1nnc(NC(=O)C(C)C)s1` across the screens: i	-0.13

Shown with values under each structure: entries from further up
Below each SMILES: CHT block	Kir21 block
COCCn1c(C)cc(C2=NNC(=Nc3ccccc3)SC2)c1C
  i	-1.6
CN(CC(=O)NCCN1CCN(Cc2ccccc2)CC1)S(=O)(=O)c1cccc2nsnc12
  i	1.2
COc1cc2c(cc1NC(=O)CSc1ccccn1)oc1ccccc12
  i	1.6
CCSc1nnc(NC(=O)C(C)C)s1
  i	-0.13
C=CCn1c(COc2ccccc2F)nnc1SCCN1C(=O)c2ccccc2C1=O
  i	-2

(more compounds)
SMILES	CHT block	Kir21 block
COc1ccccc1CNC(=O)C(NC(=O)Nc1ccccc1)C(C)C (stereo unspecified)	i	-1.4
CN(C)C(=O)N1CCN(c2nc(-c3ccccc3)cs2)CC1	i	0.25
Cc1cccc(NC(=O)Cn2cnc3c(oc4nc5c(cc43)COC(C)(C)C5)c2=O)c1	i	-0.9
O=C(NC1CCCCCCC1)c1cccnc1	i	-0.88
CCOc1ccc(S(=O)(=O)N(CC)CC(=O)NCc2ccccn2)cc1C	i	-0.66
CC(C)(C)OC(=O)NCc1n[nH]c(=S)n1C1CC1	i	-3
Clc1ccc(-c2nnc(-c3ccccc3)nc2N2CCSCC2)cc1	i	-0.82
O=C(/C=C/c1ccc([N+](=O)[O-])cc1)OCC(=O)N1c2ccccc2Sc2ccccc21	i	-0.45
CC(C)CN(C(=O)CN1CCC(C)CC1)c1c(N)n(CC(C)C)c(=O)[nH]c1=O	i	-1
CN1CCN(C(=O)/C(=C/c2cccs2)NC(=O)c2ccco2)CC1	i	0.31
CCCOc1ccc(Cc2nc(N)nc(N)n2)cc1	i	0.04
CN(C)S(=O)(=O)c1ccc2nc(NC(=O)c3cccnc3)sc2c1	i	-0.16
Cc1ccc(S(=O)(=O)n2[nH]c(=O)c(CCO)c2C)cc1	i	0.32
Cc1cc(N2CCOCC2)c(F)cc1C(=O)c1ccccc1	i	-0.29
CCc1ccccc1NC(=O)CCN1C(=O)c2ccccc2C1=O	i	0.03
O=C(O)COCC(=O)Nc1ccc(-n2cnnn2)cc1	i	0.07
COc1cc(NC(=O)/C=C/c2ccccc2[N+](=O)[O-])cc(OC)c1	i	0.94
Cc1ccc2[nH]c3c(c2c1)CCc1cn[nH]c1-3	i	1.6
COC(=O)C(C)Sc1nnc(Cc2cc(=O)[nH]c(=O)[nH]2)n1-c1ccc(Cl)cc1 (stereo unspecified)	i	-0.72
CCc1ccc(-c2nc(SCC(=O)N(C)C3CCS(=O)(=O)C3)n[nH]2)cc1 (stereo unspecified)	i	-0.33
Cc1nn(CCc2n[nH]c(=S)n2-c2ccc(F)cc2)c(C)c1[N+](=O)[O-]	i	-0.67
C=CCn1c(SCc2c(C(=O)OC)sc(N)c2C(=O)OC)nnc1-c1ccc(Cl)cc1	i	-0.19
COC(=O)c1ccccc1OCCOCCOc1cccc2ccc(C)nc12	i	-0.25
CCCCCN(C(=O)CCC(=O)OCCOc1ccc(OCC)cc1)c1c(N)n(CCCC)c(=O)[nH]c1=O	i	0.33
COc1ccc(C)cc1S(=O)(=O)N1CCC(C(=O)NC2CCCC2)CC1	i	-0.67

Continuation:
SMILES	CHT block	Kir21 block
COc1cc(CN2CCN(c3ccc(C)cc3)CC2)cc([N+](=O)[O-])c1O	i	0.08
COc1ccc(NC(=S)NC2CCCCC2)cn1	i	0.56
COc1ccc(CN2CC(=O)N(c3ccc(Cl)cc3)C2=S)cc1OC	i	0.56
Cc1cnc(NC(=O)c2sc(Nc3ccccc3)nc2N)o1	i	0.65
O=S(=O)(Nc1ccc(Cl)cn1)c1cccs1	i	0.01
CN1C(=O)S/C(=C/c2cccn2-c2cccc(C(=O)O)c2)C1=O	i	-1.3
O=C1C(Cc2ccccc2)NC(=S)N1c1ccccc1 (stereo unspecified)	i	0.08
COc1ccc(Cc2nnc(NC(=O)c3cccc(C)c3)s2)cc1	i	-0.36
COc1ccc(OCCNC(=O)Nc2cc(F)c(F)cc2Cl)cc1	i	-1.2
C/C(CC(=O)Nc1ccc(Br)cc1)=N\NC(=O)c1cccc(O)c1	i	-0.07
Cn1c(=S)ccc2ccccc21	i	1.2
Cc1cc(NC(=O)COC(=O)c2oc3c(ccc4ccccc43)c2C)no1	i	-0.01
O=c1c(/C=N/O)coc2ccc3ccccc3c12	i	-0.17
Cc1cc2ccccc2n1CCNC(=O)c1cccs1	i	-0.98
O=C1CCN(Cc2ccccc2)CCN1[C@H](COc1ccccc1)c1ccccc1	i	-3.5
CCN(CC)c1ccc(/C=N/NC(=O)c2cccc(S(=O)(=O)N3CCOCC3)c2)c(O)c1	i	1.1
Cc1ccccc1CNC(=O)c1ccc(CSCc2ccccc2)cc1	i	0.08
CC(C)c1cc(C(C)C)c(S(=O)(=O)N2CCNCC2)c(C(C)C)c1	i	-1.9
O=C(CCc1c[nH]c2ccccc12)NCCc1ccc(Cl)cc1	i	-1.6
CCOc1ccc(CC(=O)Nc2c3c(nn2C(C)(C)C)CS(=O)(=O)C3)cc1	i	0.66
COc1cc(C(=O)NC(=S)Nc2ccc3c(c2)C(=O)N(C)C3=O)cc(OC)c1OC	i	0.16
CSc1nc(C)c(C(=O)C[n+]2ccc(C)cc2)cc1C#N	i	-0.17
Cc1ccc(N=C2NC(=O)/C(=C\c3ccc(C)s3)S2)cc1	i	1.5
O=C(C1CCCN(c2ncnc3c2nc2n3CCCCC2)C1)N1CCN(c2ccccc2F)CC1 (stereo unspecified)	-8.9*	0.24
O=C(CSc1cccs1)Nc1ccc2ccccc2c1	i	-0.1

(listing goes on)
SMILES	CHT block	Kir21 block
Cc1ccccc1CNS(=O)(=O)c1c(C(=O)N2CCCC2)c(C)n(C)c1C	i	0.37
CCOC(=O)COn1c(=O)c(-c2ccc(OCC)cc2)[n+]([O-])c2ccccc21	i	-1.8
O=C(NNS(=O)(=O)c1ccc([N+](=O)[O-])cc1)C(=O)Nc1cccc(C(=O)O)c1	i	0.59
Cc1ccc(-c2nnc3c4ccccc4c(C)nn23)cc1S(=O)(=O)N1CCN(C)CC1	i	·
O=C(c1ccccc1)N1CCCOC1c1ccccc1 (stereo unspecified)	i	-0.04
CCOC(=O)c1c(NC(=O)CN2C(=O)c3ccccc3C2=O)sc(Cc2ccc3c(c2)OCO3)c1C	i	-0.78
CC(C)OC(=O)CSc1nnc2n1C(C)(C)Cc1ccccc1-2	i	-2.1
COc1ccccc1OCCCCN1CCCCC1	i	2.3
Cc1ccc(C(=O)NNC(=O)Cc2cccs2)cc1	i	0.04
CC(=O)N1N=C2/C(=C/c3ccccc3)CCCC2C1c1ccccc1 (stereo unspecified)	i	-1.7
O=C(NNC(=S)Nc1cccc(Cl)c1)c1ccccc1OC(F)F	i	1.2
N#C/C(=C\c1ccc(-c2ccc(C(=O)O)cc2)o1)C(=O)Nc1ccc(F)cc1	i	1.6
C/C(=N\NC(=O)CSc1nc(C)cc(C)n1)c1cccc([N+](=O)[O-])c1	i	0.65
COc1ccccc1N(CC(=O)NCCSCc1ccc(Cl)cc1)S(C)(=O)=O	i	1.2
Cc1nc2ccccc2c(C)c1CC(=O)N(CC(C)C)c1c(N)n(Cc2ccccc2)c(=O)[nH]c1=O	i	0.71
COc1cc(-c2nc3ccc(N4CCN(C)CC4)cc3[nH]2)cc(OC)c1OC	i	0.84
c1ccc(Cc2nnc3sc(-c4ccccn4)nn23)cc1	i	0.46
COc1cccc(CNC(=O)CSCC(=O)Nc2ccc(C)cc2)c1	i	0.22
COc1ccc(CNC(=O)C(C)n2nc(C)n3c(cc4occc43)c2=O)cc1 (stereo unspecified)	i	0.78
O=c1oc2ccccc2cc1-c1cn(-c2ccccc2)c(=S)[nH]1	i	-0.64
COC(=O)c1ccccc1NC1=C/C(=N\S(=O)(=O)c2cccs2)c2ccccc2C1=O	i	-0.15
CC(C)c1ccc(NS(=O)(=O)c2cccc3cccnc23)cc1	i	-2.6
O=S(=O)(c1ccccc1)N1N=C(c2ccccc2)CC1c1ccccc1 (stereo unspecified)	i	-0.18
CC1CCc2nc(N)c(C#N)c(-c3ccncc3)c2C1 (stereo unspecified)	i	0.37
Cc1ccccc1OCC(=O)Nc1ccc(S(=O)(=O)N2CCCC2)cc1	i	1.8

Records above that bear a hit mark in CHT block.
SMILES	CHT block	Kir21 block
O=C(C1CCCN(c2ncnc3c2nc2n3CCCCC2)C1)N1CCN(c2ccccc2F)CC1 (stereo unspecified)	-8.9*	0.24

Further structures:
SMILES	CHT block	Kir21 block
O=C(Nc1cc(NC(=O)c2ccccc2F)ccc1Cl)c1ccccc1	i	0.05
CC(=O)c1c(C)[nH]c(C(=O)CSc2nnc(N)s2)c1C	i	0.29
COc1ccc(S(=O)(=O)N2CCCC2c2cccs2)cc1 (stereo unspecified)	i	-3.5
COc1ccccc1NC(=O)C1=C(C)Nc2nc(CCCO)nn2C1c1ccc2c(c1)OCO2 (stereo unspecified)	i	2.4
Cc1cccc(C)c1NC(=O)c1c[nH]c2ccccc12	i	0.14
Cc1cc[n+](CC(=O)c2ccccc2)c2ccccc12	i	1.1
CCN(CC)C(=O)Cn1cc(C(=O)C(=O)N2CCN(c3ccc(OC)cc3)CC2)c2ccccc21	i	-0.46
CC(C)(C)NC(=O)NC(=O)CN1CCCc2ccccc21	i	0.99
COCOc1ccc(-c2cc(=O)c3c(OCOC)cc(OCOC)cc3o2)cc1	i	-0.01
CCSc1nc2ccccc2n1C(=O)c1ccc(S(=O)(=O)N2CCCCC2)cc1	i	0.67
COc1ccc(S(=O)(=O)NCCOc2cccc3cccnc23)cc1OC	·	-2.8
Cc1ccc(C(=O)C(C)Oc2ccc3ccc(=O)oc3c2)cc1 (stereo unspecified)	i	-0.07
CC1(C)CC(=O)c2sc(NC(=O)c3ccco3)nc2C1	i	0.22
CCCN(CCC)CCNS(=O)(=O)c1ccc2c(c1)oc(=O)n2C	i	1.1
CCOc1ccc2oc(C(=O)OCC(=O)NC3CC3)c(C)c2c1	i	0.42
COc1ccc(C)cc1NC(=O)CN(c1ccccc1)S(C)(=O)=O	i	-0.08
Cc1[nH]n(-c2ccccc2)c(=O)c1C=Nc1ccc(S(=O)(=O)N(C)C)cc1	i	-0.01
O=C1C2C(c3ccccc3)C=CC(c3ccccc3)C2C(=O)N1c1ccccn1 (stereo unspecified)	i	-0.31
CCN(Cc1nc2ccccc2c(=O)[nH]1)Cc1cc(=O)oc2cc(C)c(C)cc12	i	0.42
COc1ccc(C(CNC(=O)c2ccc(C)o2)N2CCOCC2)cc1 (stereo unspecified)	i	-0.02
O=C(c1c[nH]c(C(=O)C(Cl)(Cl)Cl)c1)c1ccc(F)cc1Cl	i	0.14
COc1cc(C(=O)OCC2CC(c3ccccc3)=NO2)cc(OC)c1OC (stereo unspecified)	i	-1.3
CSc1cccc(NC(=O)CCCOc2ccc(Cl)cc2Cl)c1	i	0

From PubChem BioAssay
